# A549 tox: Nrf2 qHTS screen for inhibitors: counterscreen for cytotoxicity. Potency, µM (titrated, usually from 46 µM), without a hit: top-dose activity change, negative = cytotoxicity, most hits filed as inhibitors. AID 504648, 2011. A549 ARE-Fluc cells, CellTiter-Fluor viability, 18-24 h. hit rate 0.16% among 390,000; also: potency is read from the fitted curve at half-maximal effect; % is scaled to controls: 0 for no effect and ±100 for the full control effect
#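 A549 ARE-Fluc cells in 5% FBS OPTI-MEM, 5000 cells/well, rested 2 h then exposed to compounds in concentration-response for 18-24 h at 37 °C. Viability by CellTiter-Fluor fluorescence (Ex 405/Em 525) after 30 min; luciferase luminescence (BugLite, 15 min, RT) read afterwards.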
# Abeta yeast res: qHTS for compounds that reverse cellular toxicity of Amyloid beta (A-beta) peptide in yeast: Primary Screen; Potency, µM (top dose mostly 46.1 µM), inactives show at the top dose growth rescue, most hits filed as activators; AID 1347071, 2019; yeast expressing A-beta42, growth rescue, OD600, 48 h; response scale: 0% DMSO, 100% iron-clioquinol control; hit rate 0.063% among 410,000; also: potency is read from the fitted curve at half-maximal effect; nearly all actives have a fitted effect of over 55% in size
#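 Yeast growth medium received pinned compounds, then yeast cells expressing toxic A-beta were added; plates incubated at 30 C for 48 hr. Growth read as absorbance at 600 nm, normalized to DMSO and equimolar FeCl3 plus clioquinol controls.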
# Nrf2 activator: qHTS of Nrf2 Activators. AREc32 ARE-luciferase reporter (MCF7-derived line), luminescence, 24 h. hit rate 0.31% among 410,000. Potency, µM (titrated, usually from 46.1 µM), without a hit: top-dose activation, usual class: activators; also: potency is read from the fitted curve at half-maximal effect; % of control where 0% means no effect; nearly all actives have a fitted effect of over 65% in size
#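 ARE-driven firefly luciferase activity in AREc32 cells measured after a 24 hr compound exposure at 37 deg C, using Steady-Glo reagent and a 30 min room-temperature hold.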
# Nrf2 block: Nrf2 qHTS screen for inhibitors | hit rate 2.1% among 360,000 | A549 ARE-Fluc reporter, luciferase luminescence, 18-24 h | Potency, µM (doses to about 46 µM), for the others: top-dose activity change, negative = inhibition, most hits filed as inhibitors | AID 504444, 2011; also: potency is read from the fitted curve at half-maximal effect; % is scaled to controls: 0 for no effect and ±100 for the full control effect; nearly all actives have a fitted effect of over 60% in size
#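 A549 ARE_Fluc cells, 5000/well, 5% FBS OPTI-MEM; compounds in dose-response, 18-24 h at 37 °C/5% CO2; CellTiter-Fluor viability read (Ex 405/Em 525), then BugLite luciferase luminescence = Nrf2 activity.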
# TGFb SMAD3 inh: qHTS for Inhibitors of TGF-b; hit rate 1.2% among 410,000; Potency, µM (series often up to 46.1 µM), inactives show top-dose activity, negative = inhibition, hits mostly inhibitors; HepG2 CAGA-GFP TGF-b/SMAD3 reporter, GFP fluorescence, 18 h; TGF-beta stimulated, 500 pg/mL final; also: potency is read from the fitted curve at half-maximal effect; % is scaled to controls: 0 for no effect and ±100 for the full control effect; nearly all actives have a fitted effect of over 65% in size
#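 Inhibition was scored as loss of TGF-beta-induced (500 pg/mL final, 18 hours, 37 degrees C) GFP in HEPG2 cells carrying a CAGA-GFP reporter, in DMEM with 1% FBS. Well GFP was summed per cell; Activity was normalised to unstimulated and stimulated DMSO wells, then concentration-response fitting.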
# pAkt inh: HTS Assay for Inhibitors of Akt Phophorylation: Primary Screen; Neuro2A IGF-stimulated pAkt S473 HTRF, 20 min; stronger effect = lower value; activity change, % for hits at 50 µM; hit rate 0.32% among 360,000; AID 651550, 2012; in the data active = activity change below about -80%; inconclusive = mostly about -51% to -80%; also: % is scaled to controls: 0 for no effect and ±100 for the full control effect
#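 Single-point screen (50 µM final compound) in Neuro2A cells stimulated 20 min with 6 nM IGF at 37 deg C. After lysis, Ser473-phosphorylated Akt read by HTRF (ex 330 nm, em 615/665 nm) as the 665/615 ratio.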
# Mm-Cpn inhibitor: Inhibitors of TCP-1 ring complex (TRiC) of Methanococcus maripaludis (MmCpn): qHTS; purified Mm-Cpn ATPase, ADP Transcreener TR-FRET; Potency, µM (highest dose often 76.9 µM), for the others: at the top dose activity, negative = inhibition, hits mostly inhibitors; hit rate 0.031% among 330,000; AID 504842, 2011; also: potency is read from the fitted curve at half-maximal effect; % is scaled to controls: 0 for no effect and ±100 for the full control effect; nearly all actives have a fitted effect of over 80% in size
#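 Purified archaeal chaperonin (25 nM final) was preincubated with compound for 10 min at 37°C, then ATP (10 uM final) was added for 30 min at 37°C in Tris pH 7.4/KCl/MgCl2/DTT buffer. ADP was quantified by HTRF Transcreener TR-FRET.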
# HepG2 tox: qHTS for Inhibitors of TGF-b: Cytotox Counterscreen. Potency, µM (series often up to 46.1 µM), without a hit: at the top dose activity change, negative = cytotoxicity, usual class: cytotoxic. hit rate 0.76% among 410,000. AID 588856, 2011. HepG2 CAGA-GFP viability, ATP luminescence, 18 h; also: potency is read from the fitted curve at half-maximal effect; some results filed as inactive show a strong effect at the top dose
#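 CellTiter-Glo luminescence gave cytotoxicity after 18 hours at 37 degrees C. The cells were HepG2 CAGA-GFP in 1% FBS DMEM, stimulated with 500 pg/mL TGF-beta after compound addition. %Activity was normalised to no-cell wells (complete cell-killing) and DMSO (no toxicity), and curves were fitted and classified.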
# CCT modulator: High-Throughput Screening for Modulators of Cytosolic Chaperonin Activity; purified chaperonin ATPase assay, HTRF ADP detection, 30 min; activity change, % (no concentration beside the values), hits read low; hit rate 0.3% among 360,000; AID 651819, 2012; in the data active = activity change below about -30%; also: % is scaled to controls: 0 for no effect and ±100 for the full control effect
#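 Nucleotide hydrolysis assay: TRiC at 20–40 nM final (set by batch activity) with 10 uM ATP, 30 min at 37 °C, in presence of 76 uM compound. Detection by competitive ADP HTRF, 30 min ambient.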
# * = called active by the depositor; i = inactive; ? = inconclusive; / = no result given; [ ] = another dose, or the depositor's remark. Unless noted, calls follow the shape of the dose curve; as a rule, active = well fitted curve in the direction sought with a large enough effect; inconclusive = small, poorly fitted or top-dose-only effect, or another doubt; inactive = no such curve, though single readings can be large; an effect the other way counts as inactive or inconclusive. Not a hit list, and some 4.3% of all compounds hit somewhere here.
SMILES,A549 tox,Abeta yeast res,Nrf2 activator,Nrf2 block,TGFb SMAD3 inh,pAkt inh,Mm-Cpn inhibitor,HepG2 tox,CCT modulator
Cc1oc(-c2ccc(F)cc2)cc1-c1nn2c(-c3ccoc3C)nnc2s1,-5%,-1%,8.3%,13%,-3%,-109%*,-1%,-22%,1.6
Cn1ncc2c(Nc3cc(C(F)(F)F)ccc3Cl)ncnc21,9%,-9%,16%,/,-2%,/,/,-4%,/
Cc1ccc(C)c(S(=O)(=O)NCc2ccc(C(=O)N3CCCCC3C)cc2)c1 (stereo not given),-3%,-8%,-0.2%,-1%,-14%,i,-1%,-22%,-1.0
CCCCOc1ccc(C(=O)OCC(=O)Nc2cc(C)c(C)cc2[N+](=O)[O-])cc1,6%,-12%,-0.4%,-10%,19%,i,2%,23%,8.3
CCOC(=O)c1sc2nccc(OC)c2c1N=CN(C)C,5%,-9%,-0.5%,9%,-4%,i,?,12%,-4.6
CC(=O)Cn1nnc(-c2ccc(C(F)(F)F)cc2)n1,0%,-8%,3.9%,3%,-7%,i,-1%,-31%,1.0
OC[C@@H]1CN(Cc2ccc(Cl)cc2)C[C@H](n2cnc3c(N4CCOCC4)ncnc32)O1,/,-1%,0.7%,/,2%,i,/,-12%,0.3
CCNC(=O)COC(=O)c1cc(C)nc2ccccc12,1%,7%,0.0%,2%,-5%,i,-9%,-6%,-1.0
CCCCCCn1cc(CN2CC(N3CCN(C4CCN(C)CC4)CC3)CS2(=O)=O)nn1 (stereo not given),/,-7%,-0.2%,/,/,i,/,/,0.5
CCOc1ccc(N(CC(=O)NC2CCCC2)S(=O)(=O)c2ccccc2)cc1,0%,0%,-0.5%,-7%,6%,i,1%,-5%,0.8
CC(=O)Nc1cccc(-c2cc(NC=O)c3ncc(-c4ccc(C(C)=O)cc4)n3c2)c1,/,-7%,-0.3%,/,?,i,/,-2%,-1.2
O=C(O)C1CC=CCC1C(=O)Nc1ccc2c(c1)CCC2 (stereo not given),0%,0%,2.1%,1%,3%,i,1%,4%,1.3
CCn1c(CNC(=O)c2ccco2)nnc1SCC(=O)Nc1ccccc1Cl,-32%,-5%,-0.1%,-20%,9%,i,-13%,-17%,0.1
Nc1nonc1-c1nc2ccccc2n1CC(=O)Nc1cccc(Cl)c1Cl,0%,-17%,-0.9%,11%,19%,/,/,4%,/
Cn1c(C(=O)N2CCN(c3ccc([N+](=O)[O-])cc3)CC2)cc2c(=O)[nH]c3ccccc3c21,0%,13%,2.1%,?,0%,i,0%,-3%,-0.1
Nn1c(SCC(=O)Nc2ccc3c(c2)OCCO3)nnc1-c1ccccn1,2%,-2%,1.4%,9%,18%,i,/,0%,-1.7
COc1ccc(NC(=O)CSc2nnc(-c3ccoc3C)n2CC2CCCO2)cc1 (stereo not given),-7%,5%,-0.7%,-4%,12%,i,1%,-7%,-0.9
CCc1c(C)nc2nncn2c1Nc1ccc(C(C)C)cc1,6%,21%,-1.0%,?,2%,/,/,-16%,/
COc1cc2[nH]c(C(=O)N3CC(C)OC(C)C3)cc2c(OC)c1OC (stereo not given),1%,-21%,0.9%,0%,-1%,i,-4%,-50%,-2.0
CCN1C(=O)C(O)(C2COC(C)(C)CC2=O)c2ccccc21 (stereo not given),-2%,5%,0.3%,25%,1%,i,-1%,7%,-1.2
COc1ccc(Cc2nc3c4cnn(-c5ccccc5Br)c4ncn3n2)cc1,0%,2%,0.7%,-15%,/,/,/,-3%,/
COc1cc(Cl)c(C)cc1NC(=O)CCn1c(=O)c2cccn2c2cccnc21,7%,-35%[inhibitor],3.8%,?,?,/,/,3%,/
COc1ccc(C=O)cc1CSc1ncccc1C(=O)O,4%,-7%,-2.3%,12%,-23%,i,-1%,-13%,-1.1
O=C1ON=C(c2ccccc2[N+](=O)[O-])/C1=C/c1cccc([N+](=O)[O-])c1O,-8%,-19%,-0.5%,15%,7%,i,-2%,-5%,-3.3
COc1ccc(/C=C2\SC(=S)N(CCCC(=O)Nc3ccccc3C(=O)O)C2=O)cc1OC,-12%,-2%,20%,12%,-4%,i,2%,3%,1.6
O=S(=O)(c1ccccc1F)N1CCC(c2nc3ccccc3[nH]2)CC1,-7%,-14%,-0.6%,?,?,i,0%,-29%,-0.2
COc1cc(NC(=O)CCC(=O)OCCCC(F)(F)C(F)(F)F)nc(OC)n1,-4%,-3%,2.4%,?,6%,i,1%,-8%,-1.6
O=C(Cc1ccc(S(=O)(=O)N2CCCC2)s1)Nc1nc2c(s1)CCCC2,-16%,16%,3.7%,?,-13%,i,0%,-10%,1.4
Cc1ccc(CSC2=NCCN2S(=O)(=O)c2ccccc2)cc1,-5%,1%,2.6%,-17%,?,i,-10%,-33%,0.8
O=C(c1cn(Cc2ccccc2)nc1-c1ccccc1)N1CCN(c2ccccn2)CC1,-13%,-5%,-0.6%,?,-12%,i,-1%,-23%,-0.5
COc1ccccc1Cc1c(-c2ccccc2)nc2c(C)cc(Br)cn12,/,-19%,8.3%,/,?,i,/,-31%,0.3
Cc1cc(C2CC(=O)Nc3ccccc3S2)c(C)s1 (stereo not given),2%,?,4.9%,1%,-3%,i,1%,39%,-3.5
COc1ccc(N(C(=O)c2cccnc2)S(=O)(=O)c2ccc(Cl)cc2)cc1,15%,4%,-0.1%,-5%,0%,i,0%,-31%,-0.4
COc1ccc(S(=O)(=O)N2CCC(C(=O)NC3CC(C)(C)NC(C)(C)C3)CC2)cc1,0%,-3%,-1.0%,12%,5%,i,1%,3%,0.8
S=c1[nH]nc(COc2ccc(Cl)cc2)o1,-7%,?,-0.6%,12%,11%,i,2%,4%,-3.6
CSCCC(=O)N1CCN(CC(=O)N2CCCC2)CC1,0%,-5%,-0.4%,2%,-1%,i,0%,4%,-2.2
O=P(CCCO)(Cc1ccccc1)Cc1ccccc1,0%,-4%,0.4%,1%,-1%,i,-1%,-1%,-2.9
S=C1NCCc2ccc(Cl)cc2C1c1ccccc1Cl (stereo not given),-4%,-17%,4.6%,?,-9%,i,0%,5%,1.6
COc1cc(/C=C/C(=O)OCC(=O)Nc2cc(S(=O)(=O)N3CCCCC3)ccc2C)ccc1O,2%,4%,3.5%,-4%,1%,i,-29%,-1%,-0.4
Cc1ccc(-c2nc(N3CCN(c4ccccc4Cl)CC3)c3ccccc3n2)cc1,-4%,-6%,4.9%,2%,-2%,/,/,1%,/
Cc1cc(-c2nc(C)c(C(=O)NNS(=O)(=O)c3ccc(Cl)cc3Cl)s2)no1,0%,14%,-0.3%,5%,-17%,i,-1%,12%,0.7
CCOC(=O)C1CCCN(C(=O)c2cc(S(=O)(=O)Nc3ccccc3OC)ccc2C)C1 (stereo not given),2%,-6%,-0.9%,3%,15%,i,-1%,42%,0.3
CCOC(=O)C1=CCN(S(=O)(=O)c2ccc(Br)cc2)C1c1ccc(C)cc1 (stereo not given),/,10%,8.7%,/,?,i,/,-26%,-1.7
Cn1cnnc1SCC(=O)NCCC1=CCCCC1,10%,14%,0.1%,18%,-8%,i,-3%,-4%,-2.0
Fc1ccccc1CNc1ccc(Cl)c(Cl)c1,-12%,34%,0.9%,-12%,?,/,0%,-31%,1.8
CCOc1cc(N2CCOCC2)c(OCC)cc1NC(=O)C(C)Oc1ccccc1 (stereo not given),1%,19%,-0.7%,-15%,7%,i,0%,-8%,-1.1
COC(=O)c1[nH]c2ccc(C)cc2c1NC(=O)CN1CCC(C)CC1,-18%,5%,0.1%,?,-2%,i,-3%,-15%,0.3
Cc1ccc(C(c2nnnn2Cc2cccs2)N2CCN(C(=O)c3ccco3)CC2)cc1 (stereo not given),-25%,-2%,-0.3%,?,-11%,i,-4%,-20%,-0.8
CC(=O)N1CCN(c2ccc(NC(=O)c3cc(Cl)ccc3Cl)cc2)CC1,-11%,6%,0.0%,-23%,3%,i,-1%,-1%,-0.4
COc1ccc(CNC(=O)C2CCCN(S(=O)(=O)c3cnc[nH]3)C2)cc1 (stereo not given),-2%,-7%,-0.8%,7%,?,i,1%,5%,-3.7
COc1ccc(C(=O)N2CCN(C(=O)COc3ccccc3)CC2)cc1OC,0%,0%,-1.8%,10%,7%,/,/,-5%,/

# Part of the list above in a different format.
# Order of values – A549 tox, Abeta yeast res, Nrf2 activator, Nrf2 block, TGFb SMAD3 inh, pAkt inh, Mm-Cpn inhibitor, HepG2 tox, CCT modulator
Cc1ccc(C(c2nnnn2Cc2cccs2)N2CCN(C(=O)c3ccco3)CC2)cc1 (stereo not given)
 : -25%, -2%, -0.3%, ?, -11%, i, -4%, -20%, -0.8
CCOc1cc(N2CCOCC2)c(OCC)cc1NC(=O)C(C)Oc1ccccc1 (stereo not given)
 : 1%, 19%, -0.7%, -15%, 7%, i, 0%, -8%, -1.1
COC(=O)c1[nH]c2ccc(C)cc2c1NC(=O)CN1CCC(C)CC1
 : -18%, 5%, 0.1%, ?, -2%, i, -3%, -15%, 0.3

# Screening data as filed in PubChem BioAssay.
